Screening results deposited in PubChem by several laboratories.
HTR5A ag ctr: HTR5A agonists in luminescence cell assay, primary screen, counter-screen for OPRM1-OPRD1 heterodimer agonist project, full-deck HTS; 5-hydroxytryptamine receptor 5A (Homo sapiens), P47898; cell-based; AID 504692, 2011; 340,000 compounds, 0.61% hits; activation, % at 9.3 µM; in the data active = activation mostly above about 9.5%, no sharp cut-off; inactive = mostly below about 7.6%;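 note: 0% = cells with vehicle only and 100% = reference agonist; strong numbers were not always called active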
Target sequence (P47898 whole entry, looked up): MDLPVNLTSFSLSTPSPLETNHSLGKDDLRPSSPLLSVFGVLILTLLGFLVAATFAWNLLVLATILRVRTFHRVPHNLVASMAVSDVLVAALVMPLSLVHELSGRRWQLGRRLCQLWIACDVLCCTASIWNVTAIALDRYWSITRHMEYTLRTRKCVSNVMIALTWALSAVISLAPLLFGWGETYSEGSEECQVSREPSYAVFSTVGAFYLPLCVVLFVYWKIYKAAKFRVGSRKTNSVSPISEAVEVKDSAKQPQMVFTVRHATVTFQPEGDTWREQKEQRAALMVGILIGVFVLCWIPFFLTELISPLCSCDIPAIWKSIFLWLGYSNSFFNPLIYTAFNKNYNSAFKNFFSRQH
RTF Ca sens act: cardiac RTF calcium sensitivity activators, primary screen, biochemical, IANBD-TnC fluorescence, EC20 calcium. Troponin I, cardiac muscle (Homo sapiens) + Troponin T, cardiac muscle (Homo sapiens) + …. IANBD-labeled TnC RTF fluorescence at EC20 calcium; 0% EC20 calcium, 100% full calcium. activation, % at 7.2 µM. 340,000 compounds, 0.24% hits;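 active = activation above the mean over all tested compounds plus 3 SD, cut at about 30% in these data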;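 note: rise in fluorescence read as greater calcium sensitivity of cardiac thin filaments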
CDK5 p35 inh: inhibitors of human CDK5/p35 kinase, primary screen, biochemical, single concentration; Cyclin-dependent kinase 5 (Homo sapiens) + Cyclin-dependent kinase 5 activator 1 (Homo …; Recombinant CDK5/p35, ADP-Glo luminescence, 60 min; inhibition, % at 10 µM; 330,000 compounds, 0.01% hits; AID 488839, 2010;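 active = highest replicate inhibition of at least 50% and at least 75% of replicates reaching 50%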;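 note: plate controls were DMSO neutral control for no effect and GW8510 at 10 µM for full effect; many of its hits are not listed in these tables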
dFosB act: activators of delta FosB homodimer, primary screen, biochemical, fluorescence polarization, TAMRA-CDK5 oligo, single point. purified delta FosB; percent of positive-control signal above neutral wells. 340,000 compounds, 0.99% hits. Protein FosB (Mus musculus), P13346. AID 493131, 2011. activation, % at 25 µM;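 active = mean activation above about 17%, with every replicate also reaching it, limit read from the data, passing the limit was not always enough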;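 note: fluorescence polarization rise as delta FosB binds a TAMRA Cdk5 AP-1 oligo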
Rtt109 Vps75: inhibitors of C. albicans Rtt109/Vps75 HAT, primary screen, biochemical, ThioGlo CoA-SH fluorescence, plate reader; Histone acetyltransferase RTT109 (Candida albicans (strain SC5314 / ATCC MYA-2876)), …; purified Rtt109/Vps75, 4 h; inhibition, % at 34.9 µM; 330,000 compounds, 0.16% hits; AID 540336, 2011;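 active = inhibition of at least 50% in every replicate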
MITF act: activators of MITF-driven TRPM1 promoter reporter, primary screen, cell-based, SK-MEL-5, luciferase, single point | AID 588334, 2011 | SK-MEL-5 TRPM1-promoter luciferase, 24 h; % of positive control, neutral wells = 0 | activation, % at 12.5 µM | 300,000 compounds, 0.75% hits;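 active = mean activation of at least 80% with every replicate also reaching 80%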;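 note: 0% = neutral control wells and 100% = parthenolide positive control wells; values of inactives mirror those of a sister screen read the other way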
Wnt act: Wnt/beta-catenin pathway activators, primary screen, cell-based, plate reader, single point | Wnt/beta-catenin reporter cell assay, activator | AID 743398, 2014 | activation, % at 9.35 µM | 300,000 compounds, 1.2% hits; in the data active = activation above about 30%, passing the limit was not always enough;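 note: 0% = neutral control wells and 100% = positive control wells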
PvdQ inh: P. aeruginosa PvdQ acylase inhibitors, primary screen, biochemical, fluorescence, plate reader and imaging, single point. 340,000 compounds, 0.063% hits. inhibition, % at 10 µM. purified PvdQ acylase. AID 488965, 2010; in the data active = inhibition above about 30%, passing the limit was not always enough;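 note: 0% = vehicle neutral wells and 100% = reference inhibitor wells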
SR-BI DiI-HDL act: activators of SR-BI mediated DiI-HDL uptake, primary screen, ldlA[mSR-BI] CHO cells, DiI fluorescence. AID 504775, 2011. 320,000 compounds, 0.096% hits. activation, % at 12.5 µM. 3 h; 100 = double the neutral-control signal;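 active = mean replicate activation of at least 60% and every replicate at or above 60%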;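 note: 0% = median plate neutral-control signal and 100% = twice that signal; values of inactives mirror those of a sister screen read the other way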
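Material: SR-BI-overexpressing, LDLR-lacking CHO cells; schedule: compound exposure 3 h, 37 °C; reagent: DiI-labelled HDL at 10 µg/mL final; technique: bottom-read fluorescence, 550/595 nm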
SR-BI HDL uptake: inhibitors of SR-BI mediated HDL lipid uptake, primary screen, ldlA[mSR-BI] cells, fluorescence, single point; Scavenger receptor class B member 1 (Mus musculus), Q61009; ldlA[mSR-BI] CHO cells, DiI-HDL uptake fluorescence, 3 h; inhibition, % at 12.5 µM; 320,000 compounds, 0.96% hits; AID 488896, 2010;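 active = mean replicate inhibition of at least 70% and a set share of replicates each scoring 70 or more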;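 note: 0% = median of neutral control wells and 100% = median of positive control wells; values of inactives mirror those of a sister screen read the other way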
Target sequence (Q61009 whole entry, looked up): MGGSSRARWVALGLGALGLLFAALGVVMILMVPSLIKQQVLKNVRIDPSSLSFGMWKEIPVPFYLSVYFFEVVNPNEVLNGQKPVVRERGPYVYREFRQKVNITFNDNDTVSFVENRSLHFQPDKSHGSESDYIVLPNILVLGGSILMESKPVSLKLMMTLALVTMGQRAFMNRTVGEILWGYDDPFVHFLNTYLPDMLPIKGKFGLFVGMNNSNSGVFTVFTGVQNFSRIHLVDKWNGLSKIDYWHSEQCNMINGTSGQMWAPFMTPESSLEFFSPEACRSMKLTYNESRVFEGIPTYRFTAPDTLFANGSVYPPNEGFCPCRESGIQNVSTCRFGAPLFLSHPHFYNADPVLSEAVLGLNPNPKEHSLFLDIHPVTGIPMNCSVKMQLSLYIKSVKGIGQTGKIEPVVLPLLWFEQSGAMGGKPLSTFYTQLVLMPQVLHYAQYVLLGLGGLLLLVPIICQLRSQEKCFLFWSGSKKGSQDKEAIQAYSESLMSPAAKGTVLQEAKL
Numbers without * were called inactive; · = no result given.

SMILES	HTR5A ag ctr	RTF Ca sens act	CDK5 p35 inh	dFosB act	Rtt109 Vps75	MITF act	Wnt act	PvdQ inh	SR-BI DiI-HDL act	SR-BI HDL uptake
CN(C)N(Cc1ccccc1)C(=O)C(O)(c1ccccc1)c1ccccc1	3	-10	2.8	-4	0	·	0	4	-3	3
CC1CCN(Cc2nnc(-c3cccc(Br)c3)o2)CC1	0	-4	-2.0	-9	1	8	5	-22	10	-10
COc1ccc(C(=O)CSc2nccc(=O)[nH]2)cc1	5	-1	-0.2	-4	1	-1	·	-4	24	-24
CC(C)(C)OC(=O)N[C@@H](COCc1ccccc1)C(=O)N[C@@H](CO)[C@H](O)[C@@H]1C[C@@H]1C(=O)NC1CCCCC1	-3	8	-2.0	1	6	5	-4	-28	13	-13
CC(NC(=O)CCNC(=O)c1ccco1)c1ccccc1 (stereo not drawn)	4	-1	-4.0	-1	-2	4	3	-23	13	-13
CCOC(=O)C1CCN(Cc2ccc(O)c(OC)c2)CC1	3	4	-1.8	-4	2	·	-4	3	4	-4
CC(NC(=O)c1ccccc1Cl)C(=O)OCc1cn2cc(Cl)ccc2n1 (stereo not drawn)	0	-3	0.0	0	-2	8	2	-12	-10	10
O=C(NCc1ccc(F)cc1)c1cnc2sccn2c1=O	7	2	0.2	0	2	9	-4	-6	3	-3
Cc1cc(C)c(-c2csc(NC(=O)C3=COCCO3)n2)cc1C	13	-11	-11	-6	-6	71	17	-17	-43	43
CCc1ccccc1NC(=O)CCS(=O)(=O)c1ccc(Br)cc1	0	-5	0.0	2	-4	-9	3	-10	1	-1
CC1CN(C(=S)c2cccc([N+](=O)[O-])c2)CC(C)O1 (stereo not drawn)	1	0	0.1	2	-3	4	·	-2	5	-5
CCOC(=O)c1nnn(CC(=O)N2N=C(c3cc(C)ccc3C)CC2c2ccc(OC)cc2)c1C(=O)OCC (stereo not drawn)	1	4	-2.1	-9	-4	0	-9	-6	-64	64
Cn1cccc1C(=O)OCc1csc(-c2ccccc2)n1	4	-2	3.5	-10	-4	22	71*	-1	-6	6
O=C(Cn1cc(C(F)(F)F)ccc1=O)N1CCN(S(=O)(=O)c2ccccc2)CC1	4	11	-0.2	-5	-2	·	2	-9	19	-19
CN1CCN(C(=O)CCC(=O)c2ccc(F)cc2)CC1	1	8	-1.1	5	1	4	2	3	0	0
CC1(C)CC(NC(=O)COc2ccc(Br)cc2Cl)CC(C)(C)N1	5	4	0.0	-11	-5	18	0	-15	17	-17
O=C(CN1CCOCC1)Nc1ccc(Cl)cn1	-1	0	-1.1	2	-3	4	2	4	5	-5
COc1ccc(S(=O)(=O)N2CCCC(C(=O)Nc3ccc4c(c3)OCCO4)C2)cc1 (stereo not drawn)	-1	-4	-0.4	-1	0	-17	-1	4	1	-1
Cc1nnc(SCc2nc3ccccc3s2)n1N	1	3	0.1	-3	-17	20	8	-3	-6	6
CC1=CCC2C(=O)N(c3ccc(N4CCOCC4)cc3)C(=O)C2C1 (stereo not drawn)	3	-3	0.3	5	9	-14	-1	-3	25	-25
O=C(COC(=O)COc1ccc(Cl)cc1Cl)NC1CCS(=O)(=O)C1 (stereo not drawn)	3	5	0.6	8	-14	2	-5	-5	9	-9
CS(=O)(=O)c1ccc(C(=O)N2CCN(S(=O)(=O)c3ccc(C4CCCCC4)cc3)CC2)cc1	-9	0	-3.4	3	5	-22	0	-5	23	-23
Cc1cc(C)c(C#N)c(SCC(=O)Nc2nonc2N)n1	1	1	0.5	-4	-12	50	9	-9	3	-3
COc1cc(OC)cc(C(=O)Nc2ccc3c(c2)CCCN3C(=O)c2cccs2)c1	-2	-1	-0.3	-2	2	-5	-1	1	-60	60
Cc1ccc(-c2nn(-c3ccc(F)cc3)cc2C(=O)NCCCN2CCCC2=O)cc1	1	-1	-1.3	-8	-1	16	-2	-15	-21	21
Cc1ccc(S(=O)(=O)N2CCOCC2)cc1NC(=O)CSc1nc(N)cc(N)n1	-7	6	-6.2	1	1	0	4	-8	2	-2
O=C(CNC(=O)c1ccc(Br)cc1)c1ccccc1	3	-3	-1.3	-3	1	·	14	-1	-9	9
Cc1ccccc1Oc1ccc2c(c1)[C@@H]1C[C@H](N(C)C(=O)NC3CCCCC3)[C@H]([C@H](C)O)C(=O)N1CC2	·	3	-1.4	-22	-4	-4	-3	-12	-9	9
CC(C)C(=O)Nc1ccc(C(=O)Nc2ccc(Br)cc2F)cc1	1	-1	0.7	1	-7	29	1	-19	-23	23
CC(=O)Nc1ccc(Oc2cc(C#N)c(C#N)cc2N2CCCCCC2)cc1	-1	-1	-0.4	-3	·	-9	·	-10	-31	31

Brought forward from above: 2 compounds, followed by the next part.
SMILES	HTR5A ag ctr	RTF Ca sens act	CDK5 p35 inh	dFosB act	Rtt109 Vps75	MITF act	Wnt act	PvdQ inh	SR-BI DiI-HDL act	SR-BI HDL uptake
CC(C)C(=O)Nc1ccc(C(=O)Nc2ccc(Br)cc2F)cc1	1	-1	0.7	1	-7	29	1	-19	-23	23
CC(=O)Nc1ccc(Oc2cc(C#N)c(C#N)cc2N2CCCCCC2)cc1	-1	-1	-0.4	-3	·	-9	·	-10	-31	31
CC1=CC(C)(C)N(C(=O)CSc2nnc(N)s2)c2ccccc21	4	2	1.0	-8	-5	-3	·	8	3	-3
O=c1c2ccccc2[nH]c(=S)n1CCN1CCc2ccccc2C1	2	-5	-1.7	-2	-2	5	4	-8	·	·
COc1cccc2c1Oc1ncccc1N(C(=O)CCC(=O)NCc1ccccc1Cl)C2	-4	-8	1.4	-5	20	10	-4	0	6	-6
COc1ccc(CN(C)C(=O)CNC(=O)CNC(=O)c2ccc(Cl)cc2Cl)cc1F	-3	-1	1.0	-7	-4	-12	1	-10	-4	4
CCN(CC)c1ccc(C(=O)NNC(=O)CCc2nc3ccccc3c(=O)[nH]2)cc1	6	1	-0.4	-8	-14	-8	0	-13	-2	2
COC(=O)C=C1CCC2C3CC(F)C4(O)CC(=O)CCC4(C)C3C(=O)CC12C (stereo not drawn)	-5	-1	-0.4	1	6	1	1	-15	-21	21
C=CCn1c(-c2sccc2C)n[nH]c1=S	-3	-3	-0.9	0	-1	4	1	-9	-40	40
O=C(Cn1cnc([N+](=O)[O-])c1)NC1CCCC1	-4	-8	-1.0	-2	·	-10	-1	5	22	-22
COc1ccccc1C1=Nn2c(nnc2C2CCCCC2)SC1	-2	4	-1.4	-7	15	-9	·	21	0	0
O=C(Nc1ccc(C(=O)Oc2ccccc2)c(O)c1)c1ccccc1	-1	-6	0.2	-6	·	54	28	0	-47	47
Cc1ccc(NC(=O)CN(C)C(=O)C(Sc2ccccc2)c2ccccc2)cc1 (stereo not drawn)	0	0	-3.8	-7	7	2	1	-6	27	-27
CCOc1[nH]c(/N=C/c2ccco2)c(C#N)c1C#N	2	6	0.2	-6	-14	-3	·	4	21	-21
C/C(CC(=O)NCc1ccc(F)cc1)=N\NC(N)=S	4	5	1.0	7	8	5	0	8	-87	87*
c1ccc(CC(Nc2ccccn2)c2ccccc2)cc1 (stereo not drawn)	-1	4	-0.7	-8	23	-5	1	13	2	-2
Cc1ccccc1N(CC(=O)N1CCN(c2ccccc2)CC1)S(C)(=O)=O	6	-4	-1.5	11	4	-1	-1	3	26	-26
CCOc1cccc(CN2CCCC(C(=O)c3cc(Cl)ccc3OC)C2)c1O (stereo not drawn)	6	-2	1.5	-3	10	-7	-5	7	-17	17
COc1ccccc1C(=O)Nc1cc(Cl)ccc1-n1cncn1	8	-3	-0.3	-1	-3	-12	0	-9	-29	29
Cc1ccc(S(=O)(=O)N2CCC(C(=O)NNC(=O)c3ccc(F)cc3)CC2)cc1	1	2	0.3	5	·	10	-2	1	20	-20
COc1ccc(Cn2nnnc2CN2CCc3ccccc3C2)cc1	-2	-6	-1.6	-10	4	-9	-5	-5	29	-29
Cc1ccc(NC(=O)c2sc(Cl)nc2-c2ccccc2)cc1	-1	-1	3.8	1	0	-9	·	18	-40	40
COc1ccc(CN(Cc2ccccn2)C(=O)CN2C(=O)COc3ccccc32)cc1	-1	-2	-4.4	-4	-4	5	-1	-14	8	-8
CCOc1nc(C#N)nc(N2CCCCC2)n1	4	-1	-3.5	-14	-2	-24	-7	-6	-18	18
CCCOc1ccc(CNC(=O)C2CCN(c3nnc(N4CCCC4=O)s3)CC2)cc1	-2	7	-7.3	-3	0	·	-1	-6	7	-7
COc1ccc(-c2ccc(-c3noc(-c4ccccc4OC)n3)c(OC)n2)cc1	2	-2	0.7	-1	-3	1	·	-12	-55	55
O=c1c(Cc2ccccc2)c(O)ccn1Cc1ccco1	-2	8	1.2	-4	2	8	-2	6	32	-32

Structural class: those above with a Cl atom.
SMILES	HTR5A ag ctr	RTF Ca sens act	CDK5 p35 inh	dFosB act	Rtt109 Vps75	MITF act	Wnt act	PvdQ inh	SR-BI DiI-HDL act	SR-BI HDL uptake
CC(NC(=O)c1ccccc1Cl)C(=O)OCc1cn2cc(Cl)ccc2n1 (stereo not drawn)	0	-3	0.0	0	-2	8	2	-12	-10	10
CC1(C)CC(NC(=O)COc2ccc(Br)cc2Cl)CC(C)(C)N1	5	4	0.0	-11	-5	18	0	-15	17	-17
O=C(CN1CCOCC1)Nc1ccc(Cl)cn1	-1	0	-1.1	2	-3	4	2	4	5	-5
O=C(COC(=O)COc1ccc(Cl)cc1Cl)NC1CCS(=O)(=O)C1 (stereo not drawn)	3	5	0.6	8	-14	2	-5	-5	9	-9
COc1cccc2c1Oc1ncccc1N(C(=O)CCC(=O)NCc1ccccc1Cl)C2	-4	-8	1.4	-5	20	10	-4	0	6	-6
COc1ccc(CN(C)C(=O)CNC(=O)CNC(=O)c2ccc(Cl)cc2Cl)cc1F	-3	-1	1.0	-7	-4	-12	1	-10	-4	4
CCOc1cccc(CN2CCCC(C(=O)c3cc(Cl)ccc3OC)C2)c1O (stereo not drawn)	6	-2	1.5	-3	10	-7	-5	7	-17	17
COc1ccccc1C(=O)Nc1cc(Cl)ccc1-n1cncn1	8	-3	-0.3	-1	-3	-12	0	-9	-29	29
Cc1ccc(NC(=O)c2sc(Cl)nc2-c2ccccc2)cc1	-1	-1	3.8	1	0	-9	·	18	-40	40
